# RXFP1 agonist – qHTS Assay for Agonists of the Relaxin Receptor RXFP1; 0.3% of 370,000 active; Potency, µM (doses to about 57.5 µM), for inactives: at the highest dose activation, usual class: activators; HEK293T-RXFP1 cAMP TR-FRET, 30 min; response scale: percent of porcine relaxin response, buffer zero; Relaxin receptor 1 (Homo sapiens), Q9HBX9; AID 2676, 2010; further: potency means the concentration at half of the fitted maximal effect; on the % scale 0 is the no-effect control and ±100 the full control effect; nearly all actives have a fitted effect of over 60% in size; many of its hits are not listed in these tables
#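 cAMP rise read by TR-FRET after 30 min, 37C compound exposure (up to 58 uM) in RXFP1-transfected HEK293 cells with Ro 20174 present. EC50 from Hill-equation fits, with 29 nM porcine relaxin as 100% and buffer as basal.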
# D1 ag – Allosteric Agonists of the Human D1 Dopamine Receptor: qHTS; AID 504660, 2011; D(1A) dopamine receptor (Homo sapiens), P21728; HEK293 T-REx D1 cells, calcium flux, agonist mode; activation, % at 2 µM; 1% of 360,000 active; in the data active means activation above about 30%; further: 0% is about no effect
# Target sequence (P21728 whole entry, looked up): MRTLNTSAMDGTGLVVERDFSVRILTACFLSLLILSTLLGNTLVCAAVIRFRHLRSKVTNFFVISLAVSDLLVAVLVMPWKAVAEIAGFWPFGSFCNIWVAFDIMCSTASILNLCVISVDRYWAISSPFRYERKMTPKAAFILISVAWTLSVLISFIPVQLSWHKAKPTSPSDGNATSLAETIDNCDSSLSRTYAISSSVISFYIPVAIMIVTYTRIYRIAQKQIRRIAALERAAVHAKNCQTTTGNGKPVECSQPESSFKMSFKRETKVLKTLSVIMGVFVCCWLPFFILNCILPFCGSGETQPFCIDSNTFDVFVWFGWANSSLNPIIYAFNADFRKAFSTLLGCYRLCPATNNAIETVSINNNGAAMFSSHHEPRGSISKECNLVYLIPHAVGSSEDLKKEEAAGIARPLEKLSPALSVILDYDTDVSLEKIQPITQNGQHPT
#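 Inducible HEK293 T-REx D1 cells, force-coupled to calcium signalling, were plated at 4000 cells/well with tetracycline and held overnight at 30 C. After no-wash calcium dye loading, compound-evoked calcium rise over 180 s flagged agonists.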
# Vif-A3F inh – qHTS for Inhibitors of Vif-A3F Interactions: qHTS | Potency, µM (highest dose often 46.1 µM), without a hit: at the top dose activity, negative = active | 0.2% of 390,000 active | HeLa A3F-eYFP + Vif (tagged APOBEC3F with the HIV-1 protein that degrades it), YFP fluorescence increase; further: potency means the concentration at half of the fitted maximal effect; % of control where 0% means no effect; nearly all actives have a fitted effect of over 65% in size
#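 Fluorescence increase (Ex 488/Em 500-530) after overnight compound treatment at 37 deg C flags inhibition of Vif-driven A3F-eYFP loss in stable HeLa A3F-eYFP/Vif cells seeded overnight beforehand.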
# D2 potentiator – HTS Assay for Positive Allosteric Modulators of the Human D2 Dopamine Receptor: Primary Screen for Potentiators; D(2) dopamine receptor (Homo sapiens), P14416; HEK293 T-REx D2, calcium flux, EC20 dopamine potentiation; 0.34% of 340,000 active; potentiation, % at 10 µM;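 active means potentiation over 3 SD above the plate norm, cut at about 30% in these data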; further: 0% is about no effect
#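 Tetracycline-induced HEK293 T-REx cells force-coupled to calcium signalling expressed D2; compounds were pin-added after a 10 s baseline, read kinetically 180 s, then an EC20 dopamine challenge followed with a further 180 s calcium read.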
# LDHA block – qHTS assay for inhibitors of human lactate dehydrogenase; 0.15% of 480,000 active; AID 1347041, 2019; activity change, % (values are at about 110 or 230 µM); L-lactate dehydrogenase A chain (Homo sapiens), P00338; purified LDHA, NADH/diaphorase-resazurin fluorescence; hits give low values; in the data active means activity change below about -30%; inconclusive means mostly about -25% to -30%;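 further: plate controls were DMSO wells for no effect and wells without enzyme for full effect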
#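 Enzyme activity of human lactate dehydrogenase 5 (2 nM; 0.06 mM NADH, 0.2 mM pyruvate, 5 min, RT) is measured via a resazurin/diaphorase fluorescence readout of residual NADH.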
# D1 PAM – Potentiators of Human D1 Dopamine Receptor: qHTS; HEK293 TREx D1 cells, calcium flux, dopamine EC20 potentiation; potentiation, % at 10 µM; D(1A) dopamine receptor (Homo sapiens), P21728; 0.036% of 360,000 active; in the data active means potentiation above about 30%; further: 0% is about no effect
# Vif-A3G inh – qHTS for Inhibitors of Vif-A3G Interactions: qHTS. DNA dC->dU-editing enzyme APOBEC-3G (Homo sapiens), Q9HC16. HeLa A3G-eYFP + Vif (tagged APOBEC3G with the HIV-1 protein that degrades it), YFP fluorescence, overnight. Potency, µM (series often up to 46.1 µM), for the others: at the top dose activity, negative = active, hits mostly inhibitors. 0.076% of 410,000 active. AID 602310, 2012;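 further: potency means the concentration at half of the fitted maximal effect; on the % scale 0 is the no-effect control and ±100 the full control effect; nearly all actives have a fitted effect of over 60% in size; hits raise eYFP signal because A3G escapes Vif-driven loss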
# Target sequence (Q9HC16 whole entry, looked up): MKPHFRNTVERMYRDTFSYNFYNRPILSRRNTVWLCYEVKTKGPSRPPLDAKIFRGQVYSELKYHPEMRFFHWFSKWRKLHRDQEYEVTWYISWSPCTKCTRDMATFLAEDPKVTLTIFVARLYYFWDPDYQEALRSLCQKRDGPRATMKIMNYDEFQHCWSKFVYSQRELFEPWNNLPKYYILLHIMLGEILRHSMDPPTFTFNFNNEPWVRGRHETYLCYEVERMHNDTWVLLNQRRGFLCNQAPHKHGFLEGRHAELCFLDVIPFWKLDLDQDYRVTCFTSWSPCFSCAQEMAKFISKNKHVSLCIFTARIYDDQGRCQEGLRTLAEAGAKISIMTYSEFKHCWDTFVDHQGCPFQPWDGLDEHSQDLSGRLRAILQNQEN
#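 Read-out is eYFP fluorescence (Ex 488/Em 500-530) from Vif-expressing HeLa A3G-eYFP cells; more signal means A3G escaped Vif-mediated degradation. Cells plated overnight, compound pinned in, incubated overnight at 37 deg C.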
# GRP78 ERSR act – qHTS for Inducers of the Endoplasmic Reticulum Stress Response (ERSR) in Human Glioma: qHTS; U87-MG GRP78 promoter luciferase reporter, 16 h; Potency, µM, for inactives: at the highest dose activation, hits mostly activators; 0.02% of 420,000 active; further: potency means the concentration at half of the fitted maximal effect; series mostly up to about 76 µM; % of control where 0% means no effect; nearly all actives have a fitted effect of over 35% in size
#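 Stably transfected U87-MG human glioma cells carrying a GRP78-based luminescent sensor were seeded at 1000 cells/well, pin-dosed with compounds and incubated 16 h. Luciferase reagent was then added, and end-point luminescence was read after 10 min at room temperature.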
# D1 antagonist – Antagonist of Human D 1 Dopamine Receptor: qHTS; D(1A) dopamine receptor (Homo sapiens), P21728; HEK293 TREx D1 cells, calcium flux, dopamine EC80; hits give low values; activity change, negative = inhibition, % at 10 µM; 3.2% of 360,000 active; AID 504652, 2011; in the data active means activity change below about -30%; further: on the % scale 0 is the no-effect control and ±100 the full control effect
#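 After overnight tetracycline induction at 30 C, force-coupled D1 HEK293 cells took up a no-wash calcium dye at room temperature. Compounds were added and monitored 180 s, and the response to EC80 dopamine was then recorded.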
# Numbers without * were called inactive; ? = inconclusive; · = no result given; & = joins results of further samples. Unless noted, the call rests on the fitted dose curve; in most records, active means well fitted curve in the direction sought with a large enough effect; inconclusive means small, poorly fitted or top-dose-only effect, or another doubt; inactive means no such curve, though single readings can be large; an effect the other way counts as inactive or inconclusive. Only part of the results is shown; the hit share may differ from the screen's.
SMILES	D1 antagonist	D1 PAM	GRP78 ERSR act	D2 potentiator	Vif-A3F inh	Vif-A3G inh	LDHA block	RXFP1 agonist	D1 ag
O=c1c2c([nH]n1-c1ccccc1)CCSC2	7	-4	0%	2	-6%	0%	3	0.0%	1
COC(=O)CSc1nc2ccc(NC(=O)c3ccccc3C(=O)N3CCOCC3)cc2s1	-8	-5	5%	6	4%	-4%	0	-0.2%	4
Clc1ccc(C2=CSC3=NCCN23)cc1Cl	12	-1	-3%	-4	3%	1%	-5	0.4%	4
Cc1nc2ccccc2c2c(N)c3ccccc3n12	4	-2	-1%	7	-25%	-8%	1	-0.1%	4
CCC(=O)Nc1cccc(NC(=O)c2ccccc2Cl)c1	2	-4	-3%	·	-13%	0%	-7	-1.0%	2
CCOC(=O)c1sc2ccccc2c1S(=O)(=O)Nc1cccc(C(F)(F)F)c1	-15	-6	-6%	-3	3%	-8%	3	0.3%	1
COc1ccc(NC(=S)Nc2ccccc2)cc1	2&-10	2&1	1%&-5%	7&10	5%&-6%	-1%&-3%	0&-12	0.3%&1.0%	0&0
O=c1oc2ccccc2n1CCCOc1ccccc1	-15	-1	3%	14	-9%	5%	1	3.1%	-3
O=C(C1=C[C@@H]2[C@H]3C(=O)N(c4cccc(Cl)c4)C(=O)[C@H]3[C@@H](C(=O)c3ccc(Cl)cc3)N2C=C1)c1ccccc1	-21	-2	-3%	6	-26%	-19%	2	-0.7%	5
O=C(O)C1=C[C@H](c2csc3ccccc23)C[C@H](OCc2ccc(CO)cc2)O1	8	-3	-2%	9	3%	-2%	-9	0.9%	-4
CCc1ccc(CNc2ccc(N3CCN(C(C)=O)CC3)cc2)cc1	-14	0	6%	8	-7%	5%	10	2.1%	34*
COCCCNC(=O)c1ccc2c(c1)nc1n2CCCCC1	-26	-1	-8%	6	12%	-2%	-8	-0.8%	2
Cn1c2ccccc2c2cc(C(=O)NNS(=O)(=O)c3ccc(F)cc3)sc21	-11	-6	-6%	-7	-6%	-13%	-11	-0.4%	0
CC(=O)NC1(c2ccccc2)CCN(CC(=O)N2CCC(C)CC2)CC1	7	-2	-3%	1	-6%	1%	-6	2.8%	0
Nc1ccc2nc(N)sc2c1	·	·	2%	·	?	-2%	9	·	·
CCCNC(=O)Cn1nc(-c2ccc(C)c(C)c2)c2cnc3ccc(F)cc3c21	-8	-5	4%	6	-11%	1%	-2	1.3%	4
COC(=O)[C@]12C(=O)NC[C@H](CN1c1ccc(Cl)c(C)c1)N2C	·	·	-1%	·	-4%	0%	0	·	·
CCN(CC)S(=O)(=O)c1csc(C(=O)OCC(=O)c2ccccc2)c1	-7	-7	-6%	-3	-11%	0%	-6	0.9%	19
CCN(CC)C(=O)Cn1cnc2ccccc2c1=O	-2	7	-1%	-4	1%	3%	-3	-0.2%	0
O=C(N/N=C/c1ccccc1)c1cc(=O)[nH]c2ccccc12	21	-3	0%	-19	-2%	3%	-5	-0.7%	3
COc1ccc(C(=O)NC2CC2)cc1OC1CCN(Cc2ccc(SC)cc2)CC1	-64*	-11	2%	15	-6%	1%	-2	1.7%	5
Cc1ccc2nc(N3CCN(c4cccc(C)c4C)CC3)c3nnnn3c2c1	-17&-6	-3&-2	0%&0%	-11&-10	?	-2%&-7%	-3&-1	4.6%&1.7%	4&6
C=CCN1C=C2C(=O)C(C)(OC(=O)c3cccs3)C(=O)C=C2C=C1CCCC(=O)OC (centres undefined)	-15	-2	-3%	5	-10%	1%	4	-2.0%	8
CCOc1ccc(NCc2ccccc2OCc2cccc(F)c2)cc1	14	0	-2%	-7	-8%	-15%	21	1.9%	0
O=C(CC1CCCCC1)N1CCCC(c2nc(-c3ccc(S(=O)(=O)N4CCCC4)cc3)no2)C1 (centres undefined)	-8	-8	-2%	-3	-7%	0%	0	-0.2%	2
CSc1cccc(NC(=O)C2CCCN(S(=O)(=O)c3ccc4c(c3)CCCN4C(C)=O)C2)c1 (centres undefined)	-32*	-1	-4%	-4	1%	1%	-4	0.4%	0
Cc1ccc(NC(=O)c2ccc3c(c2)NC(=O)c2ccccc2S3)c(Cl)c1	-14	-6	-6%	3	0%	?	-12	26%	1
O=C(O)c1ccccc1OCc1ccccc1Cl	10	-1	7%	0	2%	1%	-3	6.5%	4
Fc1ccc(C(NCCc2ccccc2)c2nnc(-c3ccccc3Cl)o2)cc1 (centres undefined)	2	-4	-3%	2	-2%	-3%	-4	3.0%	23
O=C1CC(c2ccncc2)c2cc3c(cc2N1)OCO3 (centres undefined)	-7	0	-5%	5	0%	0%	1	1.5%	0

# New compounds follow.
SMILES	D1 antagonist	D1 PAM	GRP78 ERSR act	D2 potentiator	Vif-A3F inh	Vif-A3G inh	LDHA block	RXFP1 agonist	D1 ag
Cc1cccc(NC(=O)c2ccccc2SCc2ccc(F)cc2)n1	-34*	0	-2%	5	11%	-4%	0	-1.9%	3
O=C1NC(C(F)(F)F)(C(F)(F)F)N=C2SC=CN12	14	16	1%	5	8%	0%	-5	0.2%	4
COc1cnc(-c2ccccn2)nc1Sc1ccc(Cl)cc1	8	7	-2%	-6	-15%	0%	2	-2.7%	1
CCCOc1ccc(NC(=O)CCC(=O)NC(C)c2ccccc2)cc1 (centres undefined)	3	-3	-3%	7	0%	0%	-7	-1.5%	2
O=C(Nc1nccs1)c1ccc(Cl)s1	-5	·	3%	-6	-6%	-7%	-5	0.0%	5
COC(=O)c1cn(Cc2ccccn2)c(=O)c2ccccc12	7	-4	-4%	1	-5%	-2%	-9	2.7%	2
COc1ccc(C)cc1NC(=O)CNc1ccc(C(C)=O)cc1	7	-7	-4%	-9	-4%	?	-6	0.9%	6
COc1cc(CNc2ccccc2Oc2cc(=O)n(C)c(=O)n2C)cc(OC)c1OC	8	1	-2%	-12	1%	0%	-1	1.0%	6
Cn1nnnc1SCC(=O)Nc1ccccc1C(=O)NC1CC1	-31*	-6	-1%	4	-6%	0%	-3	2.5%	2
COc1ccc(S(=O)(=O)NC(CC(C)C)C(=O)NC(C)c2cccs2)cc1 (centres undefined)	-1	0	-6%	-1	4%	3%	0	-2.1%	4
CC(=O)Nc1ccc(N/C(=N\S(=O)(=O)c2ccccc2)c2ccccc2)cc1	4	-4	0%	3	0%	-3%	0	0.2%	1
Cc1[nH]n(-c2ccccc2)c(=O)c1C=NCc1ccco1	12	4	·	3	·	·	·	1.5%	2
COc1cc(C(=O)NCCc2nc3ccccc3n2C)cc(OC)c1OC	10	-9	-3%	2	-7%	2%	-11	-0.4%	-2
O=c1oc2ccccc2c2nccnc12	-2	-1	-2%	-5	-18%	2%	-9	-0.8%	3
Cc1ccc(CN2C(=O)CSC2c2ccccc2F)cc1 (centres undefined)	-22	-2	-3%	-1	-3%	-3%	-4	-0.7%	0
Cc1ccc(-n2nc(-c3ccco3)cc2C(=O)NCc2cccnc2)cc1	3	0	-1%	·	1%	4%	2	1.1%	1
COc1ccc(NCC(=O)N/N=C/C(C)c2ccccc2)cc1 (centres undefined)	4	-5	2%	10	-2%	0%	-2	0.2%	0
O=C(NCc1ccccc1)c1ccc2c(c1)N(Cc1ccccc1)C(=O)c1ccccc1S2(=O)=O	-24	-2	·	-2	·	·	-10	0.7%	3
O=c1c2cc(N3CCOCC3)ccc2[nH]c(=S)n1CCCN1CCCC1	1	0	1%	-14	7%	0%	-2	3.6%	-3
CCN1CCc2c(sc(NC(=O)c3cc4ccccc4cc3OC)c2C(N)=O)C1	9	6	-14%	6	?	-3%	6	8.8%	3
O=C(Cn1c2ccccc2c2nc3n(c(=O)c21)CCS3)N1CCCC1	-2	-3	0%	-6	1%	0%	-1	11%	1
CC(=O)c1ccc2oc3ccccc3c(=O)c2c1	-9	-2	2%&2%	-5	-2%	-2%&3%	1	-3.0%	-1
COc1ccc(CNC(=O)C[C@@H]2C[C@H]3c4cc(NC(=O)NC5CCCC5)ccc4O[C@H]3[C@H](CO)O2)cc1	·	·	-4%	·	-7%	-1%	1	·	·
NCCNc1ccc2nnnn2n1	1	1	-5%	-1	-1%	0%	-1	-1.3%	0
COc1ccccc1OCc1ccc(C(=O)N2N=C(C(F)F)CC2(O)C(F)F)o1 (centres undefined)	·	-1	-3%	-4	-9%	-4%	1	2.2%	-2
COc1ccc(OCc2cc(C(=O)N(C)CCC3CCOCC3)no2)c(Cl)c1	-41*	-8	8%	-17	7%	4%	-1	1.1%	7
COc1cc(OC)cc(C(=O)N2CCN(Cc3cccc(F)c3)CC2)c1	2	1	-4%	9	1%	-1%	?	1.4%	0
O=C1OC(c2ccccc2)/C(=C(/O)c2ccccc2)C1=O (centres undefined)	7	3	13%	7	-12%	0%	-5	7.5%	2
C=CCOc1nc2c(c(=O)n(C)c(=O)n2C)n1Cc1ccccc1	1	5	-3%	-7	3%	0%	-4&-5	-1.0%	1
Cc1ccc(N(CC(=O)N2CCCC2)S(C)(=O)=O)cc1C	11	-7	-3%	·	12%	5%	-5	2.6%	3
COCCNC(=O)c1cc2c(=O)n3cccc(C)c3nc2n1C	1	4	-4%	4	-8%	-20%	-1	6.8%	2

# From PubChem BioAssay
